High-throughput results from PubChem.
NALP1 yeast inh: blocks the NALP1 inflammasome reconstituted in yeast. S. cerevisiae NALP1/ASC/caspase-1 growth, X-gal OD620, 72 h. inhibition, % at 10 µM. 280,000 tested, 0.61% active; in the data active means inhibition mostly above about 24%, no sharp cut-off; inactive means mostly below about 32%; further: some compounds called inactive have numbers as strong as hits
VIM-2 inh: inhibitors of Pseudomonas aeruginosa VIM-2 metallo-beta-lactamase; purified VIM-2, nitrocefin hydrolysis, epi-absorbance fluorescence; inhibition, % at 5.6 µM; 290,000 tested, 0.89% active;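 active means inhibition above the mean of all tested compounds plus 3 SD, cutoff set per screening run, cut at about 7.5% in these data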;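 further: red hydrolysis product quenches plate fluorescence so inhibitors raise well fluorescence; 0% = enzyme with DMSO and 100% = DMSO without enzyme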
UBC9 SUMO inh: inhibitors of human SUMOylation (UBC9); 290,000 tested, 0.36% active; P63279; AID 2006; HTRF SUMOylation assay, SAE1/SAE2 + UBC9, in vitro; inhibition, % at 35 µM; in the data active means inhibition above about 50%, passing the limit was not always enough; further: strong numbers were not always called active
Target sequence (P63279 whole entry, looked up): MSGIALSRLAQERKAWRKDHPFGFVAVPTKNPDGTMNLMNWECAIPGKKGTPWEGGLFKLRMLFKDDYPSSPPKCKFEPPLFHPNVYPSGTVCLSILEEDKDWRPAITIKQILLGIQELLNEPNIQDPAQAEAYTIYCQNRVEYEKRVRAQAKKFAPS
FID counter: displaces DNA intercalator in HCV helicase counter-screen. DNA fluorescent intercalator displacement, fluorescence. inhibition, % at 7.9 µM. 290,000 tested, 0.17% active. AID 1845; in the data active means inhibition above about 37%;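 further: 0% = vehicle and 100% = reference compound; higher means more ethidium bromide displaced from hairpin DNA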
M18AAP inhibitor: blocks P. falciparum M18 aspartyl aminopeptidase | inhibition, % at 7.35 µM | recombinant PfM18AAP, H-Glu-NHMec fluorogenic cleavage | 290,000 tested, 1.2% active;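 active means inhibition above the campaign mean inhibition over all tested compounds plus 3 SD, cut at about 28% in these data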;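 further: 0% = plate median of test compound wells and 100% = 2 mM ZnCl2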
MEKK2 mut-MEK5: signal of MEK5 binding to mutant human MEKK2 PB1 domain. bead flow cytometry, Alexa488-MEK5 binding to MEKK2 mutant. percent response, % at 10 µM. 290,000 tested, 0.35% active. AID 1530; in the data active means percent response above about 24%, passing the limit was not always enough; further: inactives centre near 1; some results filed as inactive read as strong as hits; reference of the scale not given here
HCV NS3 hel inh: blocks Hepatitis C virus NS3 helicase unwinding; inhibition, % at 10.9 µM; NS3 helicase DNA unwinding, Cy5 molecular beacon fluorescence; 290,000 tested, 0.56% active; AID 1800;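 active means inhibition above the mean of all tested compounds plus 3 SD, set per campaign, cut at about 35% in these data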;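 further: 0% = DMSO wells and 100% = thioflavine S control wells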
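Assay system – hepatitis C virus NS3 helicase domain fragment enzyme · Buffer or medium – MOPS pH 6.5, MgCl2, DTT, Tween20, BSA · Reagent – Cy5/quencher beacon DNA duplex and ATP to start · Compound – single 10.9 µM dose · Timing – 1 h at 25 °C · Technique – Cy5 beacon fluorescence read at start and 1 h · Measure – % inhibition of unwinding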
IMP-1 inhibitor: inhibitors of Pseudomonas aeruginosa IMP-1 metallo-beta-lactamase | purified IMP-1, nitrocefin hydrolysis, epi-absorbance fluorescence | inhibition, % at 5.6 µM | 290,000 tested, 0.45% active;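 active means inhibition above the mean plus 3 SD of all compounds in the same screening run, cut at about 4.5% in these data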;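 further: 0% = IMP-1 with DMSO and 100% = DMSO wells lacking enzyme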
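system = purified recombinant IMP-1 beta-lactamase | amount = 0.2 nM IMP-1, as dispensed | medium = HEPES buffer pH 7.1 with ZnSO4 and Brij 35 | times = 25 °C, 15 min preincubation, 25 min reaction | detection = plate fluorescence quenching by hydrolysis product, ex 480/em 530 nm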
MEKK2 WT-MEK5: raises or lowers MEK5 binding to wildtype human MEKK2 PB1 domain | Q9Y2U5 | bead flow cytometry, Alexa488-MEK5 binding to MEKK2 WT; actives lie on both sides | binding response (% of control), % at 10 µM | 290,000 tested, 1.1% active | AID 1531; in the data active means binding response below about 67% or above about 130%
Active calls of the source: *; . = not tested or not shown.

SMILES	NALP1 yeast inh	VIM-2 inh	UBC9 SUMO inh	FID counter	M18AAP inhibitor	MEKK2 mut-MEK5	HCV NS3 hel inh	IMP-1 inhibitor	MEKK2 WT-MEK5
Cc1c2cn[nH]c(=O)c2c(C)n1-c1ccccc1	16	-1.2	-12	-5	-1	5	0	-1.8	109
COC(=O)c1ccc(N2CCC(C)CC2)c(N)c1	-10	-4.9	-4	-5	7	3	2	-4.3	93
COc1cc(C(=S)N2CCC(Cc3ccccc3)CC2)ccc1OCC(N)=O	-11	0.0	-11	-39	2	3	-5	-3.9	106
c1ccc(-c2cc(-c3ccncc3)nc3ccc4ccccc4c23)cc1	14	-3.1	4	-4	-3	0	-2	-0.8	102
CCOc1cc(/C=N/NC(=O)c2ccc(N(C)S(=O)(=O)c3ccccc3)cc2)ccc1OC	14	-1.2	-2	-33	-8	0	25	-2.0	95
CC/C(=N\NC(=O)CSCc1ccc(Cl)cc1)c1ccc2c(c1)OCCO2	6	-4.0	8	-8	1	6	-6	-2.7	107
NC(=O)CCC1NC(=S)N(Cc2ccccc2)C1=O (stereo not drawn)	8	-3.6	11	-6	8	1	0	-4.1	102
CCC(=O)N1CCc2cc(Br)cc(S(=O)(=O)N3CCC(C(=O)NC(C)(C)C)CC3)c21	7	0.7	-6	-47	3	-7	1	-2.3	97
COc1ccc(CN(C)C(=O)c2cc(-c3ccc(C)cc3C)nc3ccccc23)c(OC)c1OC	24	-1.3	5	-40	-3	-1	-21	-2.0	96
OC(C#CCCN1CCCCC1)(c1ccccc1)c1ccccc1	8	0.1	-11	12	-6	-8	-6	-1.1	86
Cc1cccc(OCC(=O)Nc2ccc(C(=O)c3ccc(C(=O)O)cc3)cc2)c1	18	-3.4	1	-28	2	1	11	-2.7	96
CCSc1nc2sc3c(c2c(=O)n1CC)CC(C)(C)OC3	4	-1.0	15	-2	-10	9	11	-1.6	114
CCO[C@@H]1OC(C(=O)N2CCN(Cc3ccc4c(c3)OCO4)CC2)=C[C@H](C)[C@H]1CCCO	-4	0.6	21	-31	-12	5	0	0.0	94
COc1ccccc1NC(=O)CCNS(=O)(=O)c1ccc2c(c1)CC(C)N2C(=O)C1CC1 (stereo not drawn)	2	-1.5	5	-39	-2	3	0	-3.5	105
Cc1onc(-c2ccccc2)c1C(=O)Nc1ccccc1N1CCOCC1	23	-0.9	23	-20	-4	1	-10	-0.7	96
O=C(COc1ccccc1-c1ccccc1)NCc1cccc(Cl)c1	17	-1.2	7	-20	-4	27	4	-3.5	147*
O=S(=O)(Nc1ccc2c(c1)OCCO2)c1ccc(F)cc1	-13	-3.4	-7	0	3	-4	-2	-3.0	95
CCOc1ccc(Br)cc1S(=O)(=O)Nc1nc(CN2CCOCC2)nc2sc(C)c(C)c12	13	-3.4	24	-8	-13	2	-1	0.5	106
CC1CCCCN1CCCNC(=O)C1CCN(c2nnc(-n3cccc3)s2)CC1 (stereo not drawn)	33	1.7	0	0	6	22	-58	0.1	150*
Cc1oc(C(=O)O)cc1COc1ccc2c3c(c(=O)oc2c1)CCC3	50	6.7	21	-55	-17	8	30	-5.8	105
Nc1nnc2c(C(F)(F)F)nc3ccccc3n12	-4	15*	28	1	2	2	7	-3.4	101
Cc1noc(C)c1COC(=O)c1cccnc1Cl	9	-2.2	3	-2	-1	2	-6	-3.1	105
CC(C)(C)c1ccc(C(=O)N2CCN(Cc3ccccc3)CC2)cc1	-2	-2.2	-13	-24	3	7	5	-2.7	103
Fc1ccc(Nc2c(-c3ccco3)nc3ccccn23)cc1	10	-0.5	0	-5	-2	-2	5	-0.2	97
CCCCOC(=O)c1ccc(NC(=O)CSC2=Nc3ccccc3C3CC=NN23)cc1 (stereo not drawn)	-4	-1.7	16	-5	-8	3	-5	-4.0	110

Just UBC9 SUMO inh, VIM-2 inh and MEKK2 mut-MEK5 (six entries from above):
molecule | UBC9 SUMO inh | VIM-2 inh | MEKK2 mut-MEK5
NC(=O)CCC1NC(=S)N(Cc2ccccc2)C1=O (stereo not drawn) | 11 | -3.6 | 1
CCC(=O)N1CCc2cc(Br)cc(S(=O)(=O)N3CCC(C(=O)NC(C)(C)C)CC3)c21 | -6 | 0.7 | -7
COc1ccc(CN(C)C(=O)c2cc(-c3ccc(C)cc3C)nc3ccccc23)c(OC)c1OC | 5 | -1.3 | -1
OC(C#CCCN1CCCCC1)(c1ccccc1)c1ccccc1 | -11 | 0.1 | -8
Cc1cccc(OCC(=O)Nc2ccc(C(=O)c3ccc(C(=O)O)cc3)cc2)c1 | 1 | -3.4 | 1
CCSc1nc2sc3c(c2c(=O)n1CC)CC(C)(C)OC3 | 15 | -1.0 | 9

The listing picks up, starting 5 compounds before the break.
SMILES	NALP1 yeast inh	VIM-2 inh	UBC9 SUMO inh	FID counter	M18AAP inhibitor	MEKK2 mut-MEK5	HCV NS3 hel inh	IMP-1 inhibitor	MEKK2 WT-MEK5
Nc1nnc2c(C(F)(F)F)nc3ccccc3n12	-4	15*	28	1	2	2	7	-3.4	101
Cc1noc(C)c1COC(=O)c1cccnc1Cl	9	-2.2	3	-2	-1	2	-6	-3.1	105
CC(C)(C)c1ccc(C(=O)N2CCN(Cc3ccccc3)CC2)cc1	-2	-2.2	-13	-24	3	7	5	-2.7	103
Fc1ccc(Nc2c(-c3ccco3)nc3ccccn23)cc1	10	-0.5	0	-5	-2	-2	5	-0.2	97
CCCCOC(=O)c1ccc(NC(=O)CSC2=Nc3ccccc3C3CC=NN23)cc1 (stereo not drawn)	-4	-1.7	16	-5	-8	3	-5	-4.0	110
COc1ccc(C2NCCc3sccc32)cc1 (stereo not drawn)	10	-2.8	4	2	3	-6	12	-1.2	97
O=C(COc1ccccc1)NCCSc1ccccc1	-2	1.0	13	-14	3	1	0	-1.5	101
CCOC(=O)c1cccc(NC(=O)c2cnccn2)c1	6	1.4	20	7	-3	-1	-6	-1.6	99
CC(=O)Nc1ccc(/C=C/c2nc(-c3ccccc3O)n[nH]2)cc1	-84	-3.5	0	-9	19	9	-6	-2.5	105
COCCNC(=O)C(c1ccco1)N(C(=O)Cn1nnc2ccccc21)c1cccc(C)c1C (stereo not drawn)	11	-2.0	-3	-37	-10	0	-1	-6.2	102
COc1ccc2c(Cl)c(C(N)=O)sc2c1	36	-0.6	8	-1	5	10	4	-4.0	105
Cc1noc(C)c1COC(=O)C1CCN(C(=O)c2ccc(Cl)cc2)CC1	11	-1.3	-16	-22	-11	8	9	-1.1	100
Cc1onc(-c2ccccc2Cl)c1C(=O)Nc1ncn[nH]1	30	-1.2	15	3	54*	-2	-6	-4.0	97
CCOC(=O)c1ccc(NC(=O)CSc2ncccn2)cc1	5	-0.2	3	0	-3	15	0	0.1	100
CN1C=CC=C/C1=C1\SC(=S)N(N)C1=O	-8	-2.4	0	9	12	-13	11	-4.1	98
Cc1c(O)ccoc1=O	7	-0.7	-4	-1	-9	2	6	0.7	66
CCc1noc(C)c1C(=O)Nc1nc(-c2cc(C)ccc2C)c(C)s1	-18	-3.4	-4	-5	1	6	10	-2.4	108
C=CCNC(=O)C1CC(=O)N(c2ccc(OCC(=O)Nc3c(C)cccc3C)cc2)C1 (stereo not drawn)	-17	-1.0	-11	-23	-1	-2	2	-2.2	101
Cn1cc(C(=O)c2ccc(Cl)cc2Cl)cc1C(=O)N/N=C(\N)COc1ccc(Cl)cc1	.	-3.8	-43	-17	0	2	-8	-2.4	108
O=C(O)c1cnccn1	27	-1.1	14	11	4	4	9	-0.4	84
C/C=C/C(=O)Nc1cccc(C(F)(F)F)c1	18	-2.1	5	-5	-5	-1	7	-3.4	98
COc1ccc(C2c3cc(OC)c(OC)cc3CCN2C(=O)c2cccc([N+](=O)[O-])c2)cc1OC (stereo not drawn)	1	-1.7	1	-36	-2	2	-15	-3.8	102
CSCCC(Nc1ncnc2ccc(Br)cc12)C(=O)O (stereo not drawn)	-2	-2.7	34	3	3	5	13	-5.2	107
Brc1ccc(-c2nnc3sc(CN4CCN(c5ccccc5)CC4)cn23)cc1	-7	-0.5	22	4	4	6	-9	-2.7	101
CCCCn1nnnc1SCC(=O)Nc1sc2c(c1C#N)CCCC2	-2	-2.8	-10	-6	-13	11	5	-6.1	106
CC(=O)N1c2ccc(S(=O)(=O)N3CCC(C(=O)N4CCCCC4)CC3)cc2CC1C (stereo not drawn)	-10	-4.9	6	-39	1	-1	0	-2.2	98
O=C1NC(=S)S/C1=C\c1ccc(SCc2ccccc2)o1	5	-2.3	38	-10	4	-1	47*	1.7	90
CN(CC(=O)Nc1ccccc1Cl)C(=O)COC(=O)/C=C/c1ccc(C(F)(F)F)cc1	10	-0.3	-12	-28	-2	0	-4	-0.3	98
O=C1/C(=C2\C(=O)N(Cc3ccc(F)cc3)c3ccccc32)SC(=S)N1CCS(=O)(=O)O	-2	-0.9	18	39*	-48	-7	-24	-1.6	96
CC(C)(C)NC(=O)Cn1c(-c2nonc2N)nc2ccccc21	29	-5.1	18	-8	22	0	4	-0.9	97
SMILES	NALP1 yeast inh	VIM-2 inh	UBC9 SUMO inh	FID counter	M18AAP inhibitor	MEKK2 mut-MEK5	HCV NS3 hel inh	IMP-1 inhibitor	MEKK2 WT-MEK5
Cc1cccn2c(CN(C)C3CCOC3)c(C(=O)N3CCCCC3)nc12 (stereo not drawn)	17	-0.7	-3	-14	2	-4	9	-4.6	89
CN1CCN(C(=S)NC(=O)/C=C/c2ccccc2)CC1	14	0.1	15	-1	1	0	-1	-2.0	96
Cc1cccc(C)c1OCc1cc(C(=O)NCC2COCCO2)no1 (stereo not drawn)	-34	-2.8	7	-15	-3	3	14	-3.4	98
COc1ccc(CN2CCNC(=O)C2CC(=O)NCCc2nc(C)c3c(n2)CCC3)cc1C (stereo not drawn)	4	-2.5	1	-26	4	4	-15	-3.2	107
CC1=C(C(=O)OCC(C)C)C23C(=O)c4ccccc4C2(O1)OC(N)=C3C#N (stereo not drawn)	-7	1.7	-5	-21	5	4	3	-2.4	104
COc1ccc(OCC(=O)NS(=O)(=O)c2ccc(Cl)cc2)cc1	15	-3.0	19	-14	-3	5	7	-4.2	99
COc1ccc(NC(=O)C2CCCN2S(=O)(=O)c2cccc3nsnc23)c(OC)c1 (stereo not drawn)	2	-1.9	7	-26	-7	-3	5	-4.8	94
NC(=O)CSc1nc2ccccc2c(=O)n1Cc1ccco1	-4	-0.9	-47	0	-3	4	3	-2.4	110
